Bioassay records: PubChem BioAssay, Southern Research Specialized Biocontainment Screening Center
UTI89 phage lysis: inhibition of K1F phage lysis, E. coli UTI89, bacterial capsule biogenesis inhibitors, alamar blue (AID 488966) | 340,000 compounds, 0.02% hits | E. coli UTI89 K1F phage lysis, alamar blue, 2 h; higher % means a stronger effect | one-dose inhibition, % at 100 µM; IC50 in µM for titrated hits;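 active means phage lysis inhibition, versus mean bacterial control, above a set limit; inconclusive means no clear call, values can overlap the other calls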;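 further: capsule biogenesis inhibitors block K1F phage lysis so surviving cells raise fluorescence; higher fluorescence means more inhibition of phage lysis; actives were called in the ten point dose series up to 300 µM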
NS5 inhibitors: Dengue-2 NS5 methyltransferase inhibitors, primary screen, biochemical, confirmation dose response (AID 588689). 340,000 compounds, 0.3% hits. Dengue-2 NS5 methyltransferase capping enzyme assay, biochemical; higher % means a stronger effect. inhibition, % at 25 µM; hits with a dose series show IC50 in µM; in the data active means a potency from the dose series; inconclusive means inhibition above about 29% without an active follow-up result
NS5 inhibitors pilot replicate: recorded beside NS5 inhibitors, whose call it bears; inhibition, %; measured here: pilot screen replicate inhibition
* marks the source's active call; other numbers are inactive results; i = inactive; u = inconclusive; [ ] = another dose, or the depositor's remark. The list is partial; count on the stated rates, not on these rows.

SMILES	UTI89 phage lysis	NS5 inhibitors	others
C[C@@H]1CN([C@@H](C)CO)C(=O)Cc2cc(NC(=O)Nc3cccc4ccccc34)ccc2O[C@@H]1CN(C)Cc1ccc(C(F)(F)F)cc1	0.8%	-3.2%
COc1cc(C2CC(=O)Oc3cc(C)c(Br)c(C)c32)cc(OC)c1OC (centres undefined)	-0.1%	-1.6%	NS5 inhibitors pilot replicate=-3.9
COc1cc2oc(=O)cc(-c3ccc(-c4ccc(O)cc4)cc3)c2c(OC)c1OC	-0.1%	3.0%	NS5 inhibitors pilot replicate=0.6
COc1cc([C@H]2OC[C@H]3[C@@H]2CO[C@H]3c2ccc(O)c(OC)c2)ccc1O	0.8%	-7.7%
CCOC(=O)c1c[nH]c2ccc([N+](=O)[O-])cc12	-2.1%	-0.8%
CCOC(=O)C1=C(C)N(C[C@@H]2CC[C@@H](Cc3ccc(-c4ccccc4)cc3)O2)C(=O)NC1c1cccc2ccccc12 (some centres undefined)	0.3%	1.0%	NS5 inhibitors pilot replicate=-1.5
O=C1NCC(Nc2ccc(Br)cc2)C(=O)N1 (centres undefined)	-1.4%	-8.6%
CN(C(=O)c1cccc(NC(=O)Cc2cccc(NC(=O)C3CCCN(C(=O)C4CC4)C3)c2)c1)C1CCC1 (centres undefined)	0.2%	-5.9%
Cc1ccc(F)cc1NC(=O)/C=C/c1ccc(S(=O)(=O)N2CCOCC2)cc1	0.7%	-2.4%
Cc1cc(C(=O)COC(=O)c2ccc(F)cc2)c(C)n1C	0.7%[50 µM]	-12.4%
CC12CCC(C)(O1)C1C(=O)N(c3nccs3)C(=O)C12 (centres undefined)	-0.2%	10.0%
O=C(c1ccc2c(c1)OCO2)N1CCN(CCN2C(=O)c3cccc4cccc(c34)C2=O)CC1	0.2%	-0.8%
CN(C)c1ccc(C=NNC(=S)Nc2ccc(F)cc2)cc1	-2.0%	2.4%
CC1=CC(C)(C)NC(=S)N1c1ccc(Cl)cc1	-2.0%	-6.2%
Cc1cccc(N2CC(C(=O)OCC(=O)c3c(N)n(CC(C)C)c(=O)n(C)c3=O)CC2=O)c1C (centres undefined)	1.4%[50 µM]	-7.3%
CC(C)(C)OC(=O)C[C@@H]1C/C=C\C[C@H](CC(=O)N(CCO)Cc2ccccc2)C(=O)N[C@H](Cc2ccccc2)COC1=O	0.5%	2.5%
O=C(O)C1=CCCc2ccc(F)cc21	-0.9%	4.3%
CC(C)(C)c1ccc(NC(=O)CSc2n[nH]c(=O)n2C2CC2)cc1	-0.1%[50 µM]	-2.2%
COc1ccc(N2CCN(C(=O)C(Cc3ccccc3)NC(=O)c3ccccc3)CC2)cc1 (centres undefined)	-1.0%	3.6%
COc1ccc(NC(=O)Nc2cccc3c2O[C@@H](CN(C)CC2CCCCC2)[C@@H](C)CN([C@H](C)CO)C3=O)cc1	-0.6%	-65.2%
CCOc1ccc(OCC(=O)OC(C)C(=O)NC2CCCC2)cc1 (centres undefined)	1.3%[50 µM]	5.5%
NC(=S)NN=C1CCCC(C(F)(F)F)C1 (centres undefined)	0.5%	-9.7%
Cc1cccc(N2CCN(C(=O)c3ccc4ccccc4c3)CC2C)c1 (centres undefined)	0.4%	12.4%
CC(=O)Nc1cccc2ccc(O)cc12	-2.7%	6.5%
Cc1occc1-c1nnc(SC(C)C(=O)Nc2ccccc2F)o1 (centres undefined)	0.8%[50 µM]	-10.9%
Cc1ccc(S(=O)(=O)N2CCCCC2)cc1NC(=O)CCCOc1ccccc1	-0.1%[50 µM]	1.5%
COc1ccc(NS(=O)(=O)c2ccc(C(=O)NCC3(N4CCOCC4)CCCCC3)cc2)cc1	1.1%	-17.1%
O=C(N/N=C/c1ccc(Cl)c([N+](=O)[O-])c1)c1ccc2c(c1)OCCO2	0.2%	4.6%
O=C(CSCC(=O)NN=Cc1ccccc1O)NN=Cc1ccccc1O	0.5%	-0.8%
Cc1ccc2c(c1)[C@H]1[C@H](CO2)[C@H](c2ccccc2)[C@]2(C)C(=O)Nc3ccc(F)cc3C(=O)N12	0.1%	-3.1%
CCCCOc1ccc(C(=O)NCC(=O)NNC(=O)c2ccco2)cc1	0.3%	2.3%
COc1cc(NC(=O)c2ccc(N3CCCC3=O)cc2)cc(OC)c1	-1.9%	-5.7%
CCSc1ccc([C@@H]2[C@@H]3C(=O)N(C)C(=O)[C@@H]3[C@]3(C(=O)OC)CCCCN23)cc1OC	0.2%	-4.8%
Oc1c(CN2CCOCC2)cc(CN2CCOCC2)c(O)c1O	-1.2%	15.2µM*
Cc1ccc(S(=O)(=O)Oc2ccccc2-c2ccccc2)cc1	2.1%	2.3%
Cc1ccc(NC(=O)c2ncn(CCCN[C@H](C)c3cccc4ccccc34)n2)cc1C	-0.2%	1.9%
CCN(C(=O)COC(=O)/C=C/c1ccc(Cl)c(Cl)c1)c1c(N)n(Cc2ccccc2)c(=O)[nH]c1=O	0.6%[50 µM]	2.2%
O=C1CSCc2nc3ccccc3n21	1.5%	9.3%
O=C(COC(=O)c1nc(Cl)ccc1Cl)NCc1ccc(Cl)cc1Cl	1.1%[50 µM]	2.2%
Cc1c(CCCl)c(Cl)n2c(nc3ccccc32)c1C#N	3.1%	-26.6%
Nc1ccc2c(c1)Cc1cc(N)c(Br)cc1-2	0.4%	0.8%
O=C(c1ccccc1)C(O)(CN1CCCCC1)c1ccccc1 (centres undefined)	3.5%	9.6%
Cc1ccc(NC(=O)CN(C)C(=O)Cc2c[nH]c3ccccc23)cc1	0.8%[50 µM]	0.7%
O=C1N[C@@H](c2ccccc2)COC(=O)[C@H](Cc2ccc(F)cc2)C/C=C\C[C@H]1CC(=O)N(CCO)Cc1ccccc1	2.3%	0.4%
CC(C)[C@@H](CO)NS(=O)(=O)c1ccc(Br)cc1F	0.3%	-0.7%	NS5 inhibitors pilot replicate=2.1
O=C(NNC(=O)c1cccc(S(=O)(=O)N2CCCCC2)c1)c1ccccc1	0.8%[50 µM]	4.5%
C=CC[C@@H](CC(=O)N[C@@H](CO)Cc1ccccc1)C(=O)N[C@@H](COC(=O)[C@@H](CC=C)Cc1ccc(F)cc1)Cc1c[nH]c2ccccc12	0.0%	-6.9%	NS5 inhibitors pilot replicate=-1.2
CC(C)C[C@@H](CNCC(=O)[C@H](CC(C)C)NC(=O)c1[nH]cnc1C(=O)N[C@@H](C)CN)NC(=O)c1nc[nH]c1C(=O)N[C@@H](CC(C)C)C(=O)O	0.1%	-5.9%
O=C(COc1cccc(C(F)(F)F)c1)Nc1nnc(C2CC2)s1	-1.2%	3.1%
CC1CC1C(=O)OCC(=O)Nc1cccc(Br)c1 (centres undefined)	0.8%[50 µM]	0.0%

The list continues:
SMILES	UTI89 phage lysis	NS5 inhibitors	others
CC(C)(C)S(=O)(=O)N1Cc2ccc(CO)cc2[C@@H]1CCO	0.0%	6.6%	NS5 inhibitors pilot replicate=-1.8
CC(C)N(C(=O)[C@H]1C[C@H](CC(=O)NCc2cccc(C(F)(F)F)c2)C(=O)N2CCc3c([nH]c4ccc(Cl)cc34)[C@]12C)C(C)C	0.4%	-7.2%
CN(C(=O)c1ccc(NC(=O)Cc2ccc(NC(=O)C3CCCN(C(=O)CCc4ccccc4)C3)cc2)cc1)C1CCCC1 (centres undefined)	0.1%	-4.6%	NS5 inhibitors pilot replicate=-5.2
CC(C)C[C@H](CO)N(Cc1ccccc1)S(=O)(=O)N(Cc1ccccc1)[C@@H](CO)CC(C)C	-0.8%	-7.1%
CNC(=S)Nc1ccc(N2CCCC2)c(S(=O)(=O)Nc2ccc(OC)cc2)c1	-0.9%	-3.1%
O=C1Nc2ccccc2C1=NN1CCCCCC1	-2.7%	8.1%
CCCn1nc(C(=O)NNC(=O)c2ccc(C)c(C)c2)c2ccccc2c1=O	2.8%	4.6%
O=C(COC(=O)c1cccc(S(=O)(=O)N2CCOCC2)c1)NCc1ccc2c(c1)OCO2	0.1%	5.8%
N/C(=N\OCC(=O)Nc1ccc(F)c(Cl)c1)c1ccccc1	0.1%[50 µM]	-9.2%
O=C(COC(=O)c1cc(=O)[nH]c2ccccc12)Nc1nc(-c2ccc(F)cc2)cs1	-0.2%	0.8%
CC(OC(=O)Cn1cnc2c1c(=O)n(C)c(=O)n2C)C(=O)NC1(C#N)CCCCC1 (centres undefined)	1.1%[50 µM]	12.5%
CCCCN(C(=O)C1CCN(C(=O)c2ccccc2C)CC1)c1c(N)n(CCC)c(=O)[nH]c1=O	0.5%[50 µM]	-4.4%
COc1cccc2c1C(=O)c1c(O)c3c(c(O)c1C2=O)CC(O)(C(=O)CO)CC3OC1CC(N(C)C)C(O)C(C)O1 (centres undefined)	i	u
Cc1ccc(S(=O)(=O)N2CCOCC2)cc1C(=O)N1CCN(Cc2ccccc2)CC1	0.9%[50 µM]	5.1%
COc1ccc(CNC(=O)CN(c2ccccc2OC)S(=O)(=O)c2cccs2)cc1	0.3%[50 µM]	-3.0%
CCOC(=O)C1=CC[C@H]2c3c(c4ccccc4n3C)C(=O)C1N2Cc1ccccc1	0.0%	-1.6%
CC(=O)Nc1ccc(Cl)cc1-c1ccccc1	1.5%	3.5%
Cc1ccc([C@H]2C(C(=O)O)=CC[C@@H](c3ccc(Cl)cc3)N2S(=O)(=O)c2ccc(C)cc2)cc1	-0.1%	23.2%	NS5 inhibitors pilot replicate=8.0
O=C1NC(=S)NC1=Cc1ccc(O)cc1	-1.5%	-0.8%
NC(=O)C1=C(c2ccccc2)c2ccccc2C1=O	-4.7%	59.5µM*
CCOC(=O)c1ccc(/C=C2\c3ccccc3C(=O)N2c2ccccc2)cc1F	0.8%	7.4%
Cc1ccc(-n2nnnc2SCC(=O)NCC2(N3CCOCC3)CCCCC2)c(C)c1	-0.2%[50 µM]	-1.4%
Cc1ccc(NCCCn2cnc3c(OCc4ccccc4)ncnc32)cc1C	0.0%	-6.0%	NS5 inhibitors pilot replicate=-4.9
CC(C)(C)OC(=O)C1=C(CO)CS[C@@H]2[C@H](NC(=O)Cc3ccccc3)C(=O)N12	0.2%	-4.3%	NS5 inhibitors pilot replicate=1.5
NC(=O)C1CCN(C(=O)CCC(=O)c2cccs2)CC1	2.7%	-7.2%
Cc1cccc(C(C)C)c1NC(=O)CSc1cccc[n+]1[O-]	2.5%	-8.0%
C=CC[C@@H](CC(=O)N[C@@H](CO)Cc1ccccc1)C(=O)N[C@@H](COC(=O)[C@@H](CC=C)CC(=O)OC(C)(C)C)Cc1c[nH]c2ccccc12	-0.1%	-6.0%	NS5 inhibitors pilot replicate=-4.9
O=C(Nc1cccc(S(=O)(=O)Nc2ccccc2F)c1)c1ccco1	-0.2%	-1.6%

Structural class: the entries above containing a Cl atom
SMILES	UTI89 phage lysis	NS5 inhibitors	others
CC1=CC(C)(C)NC(=S)N1c1ccc(Cl)cc1	-2.0%	-6.2%
O=C(N/N=C/c1ccc(Cl)c([N+](=O)[O-])c1)c1ccc2c(c1)OCCO2	0.2%	4.6%
CCN(C(=O)COC(=O)/C=C/c1ccc(Cl)c(Cl)c1)c1c(N)n(Cc2ccccc2)c(=O)[nH]c1=O	0.6%[50 µM]	2.2%
O=C(COC(=O)c1nc(Cl)ccc1Cl)NCc1ccc(Cl)cc1Cl	1.1%[50 µM]	2.2%
Cc1c(CCCl)c(Cl)n2c(nc3ccccc32)c1C#N	3.1%	-26.6%
CC(C)N(C(=O)[C@H]1C[C@H](CC(=O)NCc2cccc(C(F)(F)F)c2)C(=O)N2CCc3c([nH]c4ccc(Cl)cc34)[C@]12C)C(C)C	0.4%	-7.2%
N/C(=N\OCC(=O)Nc1ccc(F)c(Cl)c1)c1ccccc1	0.1%[50 µM]	-9.2%
CC(=O)Nc1ccc(Cl)cc1-c1ccccc1	1.5%	3.5%
Cc1ccc([C@H]2C(C(=O)O)=CC[C@@H](c3ccc(Cl)cc3)N2S(=O)(=O)c2ccc(C)cc2)cc1	-0.1%	23.2%	NS5 inhibitors pilot replicate=8.0
